Assay outcomes (PubChem)
VEEV TC-83 Vero: inhibitors of VEEV TC-83 cytopathic effect, confirmation, Vero cells (AID 588727) | Vero cells, VEEV TC-83 cytopathic effect inhibition; higher % means a stronger effect | inhibition, % at 20 µM, or IC50 in µM where a hit was titrated | 0.13% of 350,000 active; in the data active = a potency from the dose series; inconclusive = inhibition mostly from about 14% at the one dose, without a potency; inactive = the rest, 99 in 100 with inhibition below about 12%; note: strong numbers were not always called active
PhoP GFP inhibition: PhoP regulon inhibitors, Salmonella typhi PhoP promoter GFP reporter, confirmatory (AID 1850) | Salmonella Typhi PhoP-promoter GFP reporter, fluorescence, 4 h; higher % means a stronger effect | inhibition, % at 50 µM, or IC50 in µM where a hit was titrated | 0.33% of 310,000 active; in the data active = a potency from the dose series; inconclusive = inhibition mostly from about 25% at the one dose, without a potency; inactive = the rest, 99 in 100 with inhibition below about 19%;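 note: 0% = induced wells with vehicle and 100% = uninduced wells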
M. tuberculosis HTS: M. tuberculosis growth inhibition, HTS (AID 449762). M. tuberculosis H37Rv growth inhibition, 7H9 media; higher % means a stronger effect. one-dose inhibition, % at 25 µM; IC50 in µM for titrated hits. 0.59% of 330,000 active; in the data active = a potency from the dose series; inconclusive = inhibition above about 70% without an active follow-up result;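 note: bacterial growth assessed after seven days of incubation; strong numbers were not always called active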
M. tuberculosis: growth inhibition of non-replicating M. tuberculosis (AID 488890); Mycobacterium tuberculosis non-replicating, growth inhibition; higher % means a stronger effect; inhibition, % at 25 µM; hits with a dose series show IC50 in µM; 0.39% of 320,000 active; in the data active = a potency from the dose series; inconclusive = inhibition mostly from about 82% at the one dose, without a potency; inactive = the rest, 99 in 100 with inhibition below about 76%;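 note: plate controls were DMSO cells for no effect and high antibiotic wells for full effect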
H1N1 NS1A inhibition: NS1A inhibition, H1N1 influenza, cell based functional assay (AID 504329); 0.3% of 340,000 active; NS1A functional cell-based assay, percent inhibition; higher % means a stronger effect; one-dose inhibition, % at 12.5 µM; IC50 in µM for titrated hits; in the data active = a potency from the dose series; inconclusive = inhibition above about 27% without an active follow-up result; note: strong numbers were not always called active
VEEV TC-83 Vero 10K pilot screen: second read-out of VEEV TC-83 Vero, no call of its own (marks repeat the call); inhibition, %; measured here: 10K pilot screen inhibition
The depositor's hits bear a star; i = inactive; ? = inconclusive; . = not tested or not shown.

SMILES | VEEV TC-83 Vero | PhoP GFP inhibition | M. tuberculosis HTS | M. tuberculosis | H1N1 NS1A inhibition | others
O=C(COc1ccc([N+](=O)[O-])cc1)NCCc1nc2ccccc2[nH]1 | i | -15.1% | 8.0% | 1.0% | .
CCOC(=O)c1nc(Nc2cc(C)cc(C)c2)c2ccccc2n1 | 5.6% | 3.8% | 15.1% | 12.0% | -8.6%
O=C(/C=C/c1ccc(Cl)c([N+](=O)[O-])c1)NCc1cccnc1 | 0.1% | 0.8% | 4.5% | 16.9% | 7.3%
CS(=O)(=O)N1CCN(CC(=O)NC2CCCC2)CC1 | i | -2.3% | -5.4% | -3.6% | -1.9%
Cc1cc(C)c(C(=O)N2CCCC(Nc3ccc(C)c(C)c3)C2)o1 (stereo not drawn) | i | -10.1% | 5.2% | 29.1% | 5.4%
COc1cc(C)cc(OC)c1OCC(=O)Nc1cc(C)on1 | 1.8% | . | 0.9% | . | -7.4%
CCc1c(C)c2cc(Cl)c(O)c(CN3CCCCC3)c2oc1=O | i | 4.2% | 2.7% | 7.5% | -0.8%
O=c1cc(CN2CCN(CCO)CC2)c2cc3c(cc2o1)CCC3 | 0.1% | 0.1% | -5.2% | -8.7% | -6.7%
COc1ccc(NS(=O)(=O)c2ccc(NC(=O)CCNS(=O)(=O)c3ccc(C)cc3)cc2)cc1 | 0.4% | -4.3% | -2.6% | -11.1% | 3.2%
COCCN(Cc1cn(C)nc1-c1ccc(Oc2ccccc2)cc1)C(C)C | i | -1.6% | 8.7% | 32.5% | -2.3%
CCC1=NN2C(=N)/C(=C\c3cccn3-c3ccc(Br)cc3)C(=O)N=C2S1 | 2.3% | . | . | . | 6.0%
Clc1ccc(OCCn2ccnc2)c(Cl)c1 | i | -5.5% | 2.9% | 19.9% | 15.9%
O=C1CN(C(=O)c2ccccc2F)C(c2ccc(F)cc2)c2cc(Br)ccc2N1 (stereo not drawn) | 1.1% | 4.6% | 4.3% | 29.1% | -0.1%
CNc1snc(C)c1C(=O)OCC(=O)c1ccc(Cl)cc1 | 6.2% | . | 4.1% | 74.8% | -11.1%
COc1ccc(CCNS(=O)(=O)CCNC(=O)c2ccc3c(c2)OCO3)cc1OC | 5.6% | 4.1% | -0.5% | 2.9% | -9.4%
O=C1OC(/C(=C\Nc2cc(Cl)ccc2O)[N+](=O)[O-])c2ccccc21 (stereo not drawn) | 0.0% | -3.8% | 1.6% | 7.86µM* | -9.9%
COC(=O)/C(C#N)=C/c1c(Oc2cc(C)cc(C)c2)nc2c(C)cccn2c1=O | i | -6.6% | -7.1% | -36.1% | 0.0%
CC(NC(=O)C(C)(C)C)C(c1cccs1)N1CCN(Cc2ccccc2)CC1 (stereo not drawn) | i | 1.6% | -0.1% | 5.5% | 1.7%
CC1CCN(c2ccc(C(F)(F)F)cc2N)CC1 | i | -2.6% | -5.7% | -12.5% | -0.1%
Cc1cc(C)cc(C(=O)NCC(=O)OCc2c(C)noc2C)c1 | 0.7% | -7.5% | 8.8% | -8.1% | 7.0%
CCCCOc1ccccc1NC(=O)C=C(C)C | 0.2% | 17.6% | 32.0% | 14.2% | -7.2%
CN1CCc2nc(SCC(=O)Nc3ccc(OC(F)(F)F)cc3)c(C#N)c(-c3cccs3)c2C1 | 1.1% | -3.5% | 7.1% | 51.4% | -0.6%
Cc1ccccc1OCC(O)Cn1c(NCc2ccccc2)nc2c1c(=O)[nH]c(=O)n2C (stereo not drawn) | 0.6% | 6.6% | 7.6% | -10.4% | 1.1%
COC(=O)c1ccc(CNC(=O)CCc2c[nH]c3ccccc23)cc1 | i | 1.0% | 6.2% | -4.8% | 4.6%
O=C(CCC(=O)c1ccc[nH]1)c1ccc(Cl)cc1 | 5.9% | 7.7% | -5.6% | 66.0% | 13.3% | VEEV TC-83 Vero 10K pilot screen=1.0

A section from further up, as a working copy:
SMILES | VEEV TC-83 Vero | PhoP GFP inhibition | M. tuberculosis HTS | M. tuberculosis | H1N1 NS1A inhibition | others
O=C(COc1ccc([N+](=O)[O-])cc1)NCCc1nc2ccccc2[nH]1 | i | -15.1% | 8.0% | 1.0% | .
CCOC(=O)c1nc(Nc2cc(C)cc(C)c2)c2ccccc2n1 | 5.6% | 3.8% | 15.1% | 12.0% | -8.6%

In the list so far, three have fluorine:
SMILES | VEEV TC-83 Vero | PhoP GFP inhibition | M. tuberculosis HTS | M. tuberculosis | H1N1 NS1A inhibition | others
O=C1CN(C(=O)c2ccccc2F)C(c2ccc(F)cc2)c2cc(Br)ccc2N1 (stereo not drawn) | 1.1% | 4.6% | 4.3% | 29.1% | -0.1%
CC1CCN(c2ccc(C(F)(F)F)cc2N)CC1 | i | -2.6% | -5.7% | -12.5% | -0.1%
CN1CCc2nc(SCC(=O)Nc3ccc(OC(F)(F)F)cc3)c(C#N)c(-c3cccs3)c2C1 | 1.1% | -3.5% | 7.1% | 51.4% | -0.6%

(list continues)
SMILES | VEEV TC-83 Vero | PhoP GFP inhibition | M. tuberculosis HTS | M. tuberculosis | H1N1 NS1A inhibition | others
Cc1cc(C(=O)Nc2ccc(C)c(C)c2)n(-c2ccccc2)n1 | 0.7% | 0.5% | 3.0% | 19.7% | -12.2%
Cc1ccc(Nc2nc(N)[nH]c(=O)c2N=O)cc1 | 0.9% | -10.5% | -7.5% | -13.4% | -18.1%
O=C(Nc1ccc(SC(F)F)cc1)c1ccc2nccnc2c1 | 7.7% | 1.9% | 0.0% | 48.6% | 9.1%
CCn1cc(CNC(=O)c2cc([N+](=O)[O-])c(C)c([N+](=O)[O-])c2)cn1 | i | -7.2% | ? | 68.3% | 6.3%
Fc1ccc(-c2ccnn2-c2ccccc2)cc1 | 0.3% | 3.3% | -2.6% | -21.5% | 0.1%
C=CCNC(=O)CN1CCC(n2nnc3cc(C(F)(F)F)ccc32)CC1 | 1.8% | 14.9% | -5.0% | 22.1% | -12.3%
O=C(Nc1cc(S(=O)(=O)N2CCOCC2)ccc1O)c1ccc2c(c1)S(=O)(=O)c1ccccc1C2=O | 0.9% | -1.1% | -5.1% | 44.3% | -4.8%
COc1ccc(NC(=O)CSc2ccc(-c3ccco3)nn2)cc1OC | 0.9% | -2.2% | -4.7% | 17.5% | 3.3%
NS(=O)(=O)c1cccc(NC(=S)NCc2ccccc2)c1 | 1.5% | 9.3% | -3.4% | 24.8% | 5.2%
Cc1cccc(N(C(=O)c2snc(C(N)=O)c2N)C(C(=O)NCc2ccccc2)c2ccncc2)c1 (stereo not drawn) | 5.6% | 4.4% | 11.4% | . | 7.2%
COc1ccc2c(CC(=O)N3CCN(S(=O)(=O)c4ccc(F)cc4)CC3)coc2c1 | 0.2% | . | -9.9% | -12.4% | -11.9%
Cc1ccc(CNC(=O)C2CCN(S(=O)(=O)c3ccc4nc5c(c(C(=O)O)c4c3)CC(C)CC5)CC2)cc1 (stereo not drawn) | i | -9.8% | 0.7% | -3.5% | 4.5%
Cc1cccc(OCC(O)Cn2c(=N)n(Cc3ccccc3)c3ccccc32)c1 (stereo not drawn) | i | -11.7% | ? | i | -2.8%
O=C(Nc1nc2ccccc2s1)c1cccc(N2C(=O)CCC2=O)c1 | 10.2% | -2.5% | -8.2% | -15.3% | -12.6%
CN(C)C(=O)N1CCN(C(=O)c2ccco2)CC1 | 0.4% | 13.0% | -4.5% | -6.3% | 1.8%
N/C(=N\OC(=O)COc1ccccc1Cl)c1ccccn1 | 2.5% | -2.1% | -3.0% | -5.8% | -5.3%
Cc1ccc(NC(=O)C2c3ccccc3Oc3ccccc32)c(C)c1 | i | -15.0% | -4.0% | -10.9% | 13.7%
OCc1c(OCc2cccc(F)c2)ccc2ccccc12 | 1.5% | -2.9% | 13.7% | 7.3% | -2.4%
COc1ccc(C2OC(=O)CC2C(=O)NCc2ccc(F)cc2)cc1OC (stereo not drawn) | 0.7% | 5.4% | -5.4% | 6.2% | -8.7%
Cc1cc(NC(=O)CCC(=O)N(CC(=O)NCC2CCCO2)c2ccc(C(C)C)cc2)no1 (stereo not drawn) | 0.4% | 0.9% | -3.9% | -11.2% | 9.2%
Cc1c(Oc2cc(NN3CCCCC3)c([N+](=O)[O-])cc2[N+](=O)[O-])cccc1[N+](=O)[O-] | 0.8% | -4.5% | -3.5% | -9.3% | -3.9%
NC(CCCCc1ccccc1)c1cccc2ccccc12 (stereo not drawn) | . | ? | ? | ? | .
CCc1noc(C)c1C(=O)NCCN1C(=O)S/C(=C\c2ccc(OC)cc2)C1=O | 6.0% | 1.6% | -1.2% | 16.1% | -8.6%
COCCOC(=O)c1c(C)oc2ccc(O)c(CN3CCC(C)CC3)c12 | i | 5.6% | -5.1% | 10.4% | -3.6%
CCCCC1CC1C(=O)Nc1ncc2c(n1)CC(C)(C)CC2=O (stereo not drawn) | 6.0% | 4.2% | 4.0% | 2.1% | 19.3%

Carrying on:
SMILES | VEEV TC-83 Vero | PhoP GFP inhibition | M. tuberculosis HTS | M. tuberculosis | H1N1 NS1A inhibition | others
CCOC(=O)c1nc(C(=O)NCc2ccc(C)cc2)nc2ccccc12 | 0.2% | . | 1.6% | 31.7% | -3.5% | VEEV TC-83 Vero 10K pilot screen=1.2
O=C1c2cccnc2C(=O)N1c1cccc(-c2nc3ccccc3o2)c1 | 5.4% | -1.4% | 1.5% | -6.8% | 3.1%
O=C(CCNC(=O)c1ccc(Br)cc1)NCc1ccccc1F | 2.2% | -4.7% | 3.1% | 61.4% | -1.0%
COc1ccc(CN(C)C(=O)c2ccc(OCC(=O)Nc3cccc(C(F)(F)F)c3)c(OC)c2)c(OC)c1 | 3.1% | -3.0% | 34.7% | 13.7% | -7.1%
Cc1cc(C)c(S(=O)(=O)NCC(=O)NCc2ccco2)c(C)c1 | 0.2% | 5.9% | -4.8% | . | 5.6%
N=C(N)Sc1nc(N2CCCCC2)nc(N2CCCCC2)n1 | 0.7% | 4.3% | -5.2% | -23.2% | -3.4%
CC1(C)CC(=O)C/C(=N\NC(=O)C2CC2c2ccccc2)C1 (stereo not drawn) | 0.1% | 5.2% | -0.7% | 14.9% | -6.9%
Cc1cccc(C)c1NC(=O)NCCSc1snnc1C | 0.7% | 4.1% | 5.3% | 1.2% | -2.0%
O=C1OCC2=C1C(c1ccc(Cl)cc1)CC(=O)N2c1ccc(F)cc1 (stereo not drawn) | i | -6.8% | -1.0% | -4.7% | 0.8%
CC(=O)NCC(=O)OC(C(=O)c1ccccc1)c1ccc(Cl)cc1 (stereo not drawn) | 1.5% | -6.9% | 7.8% | 68.5% | -3.9%
CC1(C)CC(=O)c2cc(C(=O)NCc3ccco3)c(=O)n(-c3ccccc3)c2C1 | 0.8% | -0.1% | 19.0% | -2.2% | -22.8%
Clc1cccc(-c2noc3ncnc(Nc4ccc5c(c4)OCO5)c23)c1 | 1.3% | 2.8% | -6.8% | -13.0% | 6.3%
COc1ccc(NC(=S)N/C(=N/CS(=O)(=O)c2ccccc2)c2ccccc2)cc1 | 1.2% | -0.4% | 7.5% | 28.9% | 0.2%
N#C/C(=C\c1c(N2CCN(c3ccccc3)CC2)nc2ccccn2c1=O)C(N)=O | 2.1% | 1.5% | 2.6% | -0.9% | -2.7%
O=C(COc1ccc(Cl)cc1)Nc1ccc2[nH]ncc2c1 | 0.7% | 12.2% | -3.4% | i | -3.3%
CCOC(=O)c1ccc(NC(=O)CSc2nnc(-c3cccs3)n2CC)cc1 | 2.6% | -12.8% | 1.0% | 11.1% | -14.7%
CC(C)C(CCN1C(=O)CCC1=O)C1CCOC(C)(C)C1 (stereo not drawn) | 4.7% | -12.3% | 4.2% | 6.7% | 4.8%
CC(=O)NN1C(=O)c2ccccc2NC1c1ccccc1O (stereo not drawn) | 0.6% | 5.5% | 6.1% | -20.2% | -6.1%

Of the compounds above, three have a cyano group.
SMILES | VEEV TC-83 Vero | PhoP GFP inhibition | M. tuberculosis HTS | M. tuberculosis | H1N1 NS1A inhibition | others
COC(=O)/C(C#N)=C/c1c(Oc2cc(C)cc(C)c2)nc2c(C)cccn2c1=O | i | -6.6% | -7.1% | -36.1% | 0.0%
CN1CCc2nc(SCC(=O)Nc3ccc(OC(F)(F)F)cc3)c(C#N)c(-c3cccs3)c2C1 | 1.1% | -3.5% | 7.1% | 51.4% | -0.6%
N#C/C(=C\c1c(N2CCN(c3ccccc3)CC2)nc2ccccn2c1=O)C(N)=O | 2.1% | 1.5% | 2.6% | -0.9% | -2.7%
